# AI-2 QS mod – Vibrio harveyi AI-2 quorum sensing modulation; Vibrio harveyi JMH597 AI-2 luminescence/OD600 ratio, 9 h; stronger effect = lower value; strain lacks LuxN and CqsS sensors; 0 = neutral-control median; AID 2094; actives 0.4% (n = 300,000); activity change, % at 7.5 µM; in the data active = activity change below about -75%, passing the limit was not always enough; inconclusive = no clear call, values can overlap the other calls;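 also: luminescence divided by OD600 gain over 9 h not by final OD600 alone; inactives centre near 13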
# HSF1 activator – increases HSF-1 driven luciferase reporter signal; activation, % at 9 µM; NIH3T3-HGL HSF-1 luciferase reporter, MG132, 8 h; 100% = twice DMSO control signal; actives 1.7% (n = 300,000);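 active = mean replicate activation of at least 50% with a set share of replicates each reaching 50%; inconclusive = only one of those two conditions met; inactive = mean below 50% and too few replicates reaching it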;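 also: 0% = median of the neutral control wells and 100% = twice that signal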
# HSF1 inh – HSF1 inhibition | NIH3T3-HGL HSE-luciferase, MG132-induced, luminescence 8 h; stronger effect = lower value | activity change, negative = inhibition, % at 7.5 µM (by protocol) | actives 0.77% (n = 300,000) | AID 2098;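 active = more than half of replicate wells show activity change below -50%, luminescence cut by over half; inconclusive = some wells, but at most half, below -50%; inactive = no replicate well below -50%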;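 also: luciferase reports HSF-1 transcriptional activity via heat shock element; 0% = median of DMSO wells and -100% = zero luminescence signal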
# HSP90 inh – HSP90 refolding inhibition in rabbit reticulocyte lysate. luciferase refolding luminescence, 3 h. inhibition, % at 5.6 µM. actives 0.91% (n = 290,000);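 active = inhibition above the screen-wide mean plus 3 SD, computed separately per campaign, cut at about 16% in these data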;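 also: 0% = DMSO wells and 100% = 60 µM geldanamycin wells; inhibitors lower the luminescence because luciferase stays unfolded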
# IEC-6 tox – counter-screen for KLF5 inhibitors: cytotoxicity in IEC-6 cells; actives 0.78% (n = 290,000); inhibition, % at 5 µM; IEC-6 cytotoxicity, luminescence viability; AID 1825; in the data active = inhibition above about 22%;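 also: 0% = plate median of test compound wells and 100% = cytotoxic reference compound wells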
# GSK3 alpha inh – blocks human GSK-3 alpha kinase. AID 2650. actives 0.1% (n = 320,000). ADP-Glo luminescence, 60 min. inhibition, % at 10 µM. P49840;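 in the data active = inhibition above about 50%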;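 also: GST-tagged GSK-3 alpha with peptide substrate and 25 µM ATP; 0% = DMSO neutral wells and 100% = GW8510 positive control wells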
# Target sequence (P49840 whole entry, looked up): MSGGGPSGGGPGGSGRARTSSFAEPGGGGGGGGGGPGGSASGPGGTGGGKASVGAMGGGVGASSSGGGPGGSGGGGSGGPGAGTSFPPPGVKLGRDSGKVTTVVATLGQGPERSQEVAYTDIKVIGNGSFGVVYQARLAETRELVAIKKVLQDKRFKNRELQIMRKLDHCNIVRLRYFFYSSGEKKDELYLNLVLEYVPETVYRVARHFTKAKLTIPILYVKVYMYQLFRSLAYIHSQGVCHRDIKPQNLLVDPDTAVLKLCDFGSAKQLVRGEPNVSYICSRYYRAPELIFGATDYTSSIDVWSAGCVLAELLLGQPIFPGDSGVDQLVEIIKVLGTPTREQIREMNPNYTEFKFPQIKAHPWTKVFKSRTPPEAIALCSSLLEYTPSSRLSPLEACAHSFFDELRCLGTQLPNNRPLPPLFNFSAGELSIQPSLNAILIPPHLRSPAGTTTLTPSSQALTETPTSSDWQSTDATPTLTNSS
# GSK3beta inhib – inhibitors of human GSK3beta kinase | P49841 | GST-GSK3beta kinase, ADP-Glo luminescence, 60 min; stronger effect = lower value | activity score (negative = inhibition), % at 10 µM | actives 0.038% (n = 300,000) | AID 2097;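 active = more than half of replicate wells score below -50%, meaning over 50% inhibition versus plate controls; inconclusive = some replicates but at most half score below -50%; inactive = no replicate scores below -50%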;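 also: 0% = median DMSO wells and -100% = median GW8510 positive control wells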
# Target sequence (P49841 whole entry, looked up): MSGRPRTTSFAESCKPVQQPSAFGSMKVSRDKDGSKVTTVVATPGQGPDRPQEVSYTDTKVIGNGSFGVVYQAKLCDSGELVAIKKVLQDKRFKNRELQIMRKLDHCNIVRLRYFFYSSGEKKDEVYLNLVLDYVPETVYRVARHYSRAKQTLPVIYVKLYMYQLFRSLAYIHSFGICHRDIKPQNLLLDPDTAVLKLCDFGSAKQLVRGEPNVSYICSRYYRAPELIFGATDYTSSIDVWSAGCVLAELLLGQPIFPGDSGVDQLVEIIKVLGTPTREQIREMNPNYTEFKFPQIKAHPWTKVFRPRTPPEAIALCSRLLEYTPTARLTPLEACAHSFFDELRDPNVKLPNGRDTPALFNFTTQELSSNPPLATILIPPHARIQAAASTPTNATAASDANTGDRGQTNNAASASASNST
#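 Assay system: GST-fused GSK3beta enzyme, cell-free / Medium: Tris pH 7.5 buffer with MgCl2, DTT, BSA, heparin / Also added: peptide substrate plus 25 µM ATP (final) / Compound: 10 µM single point / Timing: kinase reaction with compound 60 min at room temperature / Detection: ADP-Glo luminescence / Benchmarks: DMSO neutral wells and GW8510 at 20 µM as positive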
# HIF act – HIF pathway transcriptional activation; U2OS HRE-luciferase reporter, luminescence; normalized: DMSO 0%, desferrioxamine 100%; activation, % at 7.5 µM (by protocol); actives 0.32% (n = 300,000); AID 1910;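 active = mean activation of at least 10% of the iron chelator positive control signal, with at least half of replicates also reaching 10%; inconclusive = mean and replicate majority disagree about reaching 10%; inactive = mean and most replicates under 10%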
# KLF5 inh – inhibitors of KLF5 expression; DLD-1 KLF5 promoter-luciferase reporter, luminescence; inhibition, % at 5 µM; actives 0.23% (n = 290,000);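 active = inhibition above a per-plate limit of that plate's mean compound inhibition plus 3 SD, cut at about 60% in these data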;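 also: 0% = DMSO wells and 100% = LY294002 at 200 µM; higher means less KLF5 promoter-driven luciferase light; inactives centre near -14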
# aSyn UTR inh – 5' untranslated region of α-synuclein, MLPCN primary screen; alpha-synuclein 5'UTR reporter, inhibitor activity; AID 1813; actives 0.82% (n = 300,000); inhibition, % (tested at 7.5 µM); in the data active = inhibition above about 60%; inconclusive = no clear call, values can overlap the other calls;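 also: H4 neuroglioblastoma cells stably carrying SNCA 5'UTR luciferase fusion; 0% = DMSO wells and 100% = positive control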
# Numbers without * were called inactive; ? = inconclusive; . = not tested or not shown.
SMILES,AI-2 QS mod,HSF1 activator,HSF1 inh,HSP90 inh,IEC-6 tox,GSK3 alpha inh,GSK3beta inhib,HIF act,KLF5 inh,aSyn UTR inh
Cn1c(NC(=O)C2CCCO2)cc(=O)n(C)c1=O (stereo unspecified),5,-9,-3,2,4,0,0,.,-21,9
CCCCOc1ccc(C(=O)NNC(=O)C2C3C=CC(C3)C2C(=O)O)cc1 (stereo unspecified),27,-3,3,-5,2,-2,5,-0.3,-26,18
COc1ccc(NS(=O)(=O)c2ccc(C(=O)OC(C)C(=O)N3CCOCC3)cc2)cc1 (stereo unspecified),9,10,-7,2,-9,-3,3,-0.5,-25,3
COC(=O)C(C)Sc1ccc2nnc(-c3cccc(F)c3)n2n1 (stereo unspecified),3,19,0,-2,-2,9,-1,-0.1,-11,-9
O=C(Nc1nc2ccccc2s1)c1ccccc1[N+](=O)[O-],31,21,19,-6,6,-1,-1,1.3,-123,-153
O=C(NCCc1c[nH]c2ccccc12)/C(=C\c1ccco1)NC(=O)c1ccco1,13,8,-3,4,8,-3,0,-0.5,5,-16
O=S(=O)(NCCc1ccccc1)c1ccc(S(=O)(=O)N2CCCCC2)cc1,8,13,-1,0,0,-2,2,-0.4,-7,2
COc1cc(CNC(=O)C2CCCN2S(=O)(=O)c2ccccc2)cc(OC)c1OC (stereo unspecified),12,1,-2,2,1,1,0,-0.3,-39,7
Cc1cc(C)c(C(=O)Cn2cnc3cc([N+](=O)[O-])ccc3c2=O)cc1C,6,11,8,-1,0,-1,3,-0.1,-23,-16
CC(=O)Oc1cccc(Nc2ncnc3ccccc23)c1,34,-6,-12,0,6,-1,1,-3.8,-33,-14
CC(C)(C)OC(=O)[C@H](CCCCN)NC(=O)c1nc[nH]c1C(=O)NCCCCCN,28,-32,-17,.,.,2,2,-5.4,.,-10
Cc1cc(C(=O)N/N=C/c2ccc(OC(=O)c3ccccc3Br)cc2)n[nH]1,35,4,9,-2,-2,-4,1,0.0,-16,9
COc1cc(C(=O)OCC(=O)NC2CCS(=O)(=O)C2)c([N+](=O)[O-])cc1OC (stereo unspecified),30,25,-3,-3,9,-2,-4,0.1,3,-5
O=C(O)c1ccc(-c2nnc(-c3ccc([N+](=O)[O-])cc3)o2)cc1,17,10,-3,4,2,-1,-1,-0.4,-32,8
COC(=O)CCCC(=O)NC(C)c1cnn(-c2ccccc2C)c1C (stereo unspecified),14,0,11,0,-4,0,3,0.0,-32,8
CCOC(=O)N1CCN(c2cc(=O)n(Cc3ccc(F)cc3)c(=O)[nH]2)CC1,-2,1,-8,3,2,-5,2,-0.3,-8,-1
C/C=C\C=C/C(=O)Nc1cccc(C2=NOC3(C2)C[C@@H](C(N)=O)N(C(=O)CCCCC)C3)c1 (stereo partly specified),-11,-13,3,.,.,-3,3,0.6,.,0
COC(=O)Cn1c(C)c(C#N)c2ccccc21,4,-10,-9,1,1,1,-3,-16,-5,14
COc1ccc(/C=N/Nc2nc3ccccc3s2)cc1O,14,-34,-18,22*,6,.,-1,-4.1,-112,?
CCN(Cc1ccccc1)C(=O)CN1C(=S)NC(C)(C)CC1C (stereo unspecified),14,12,-1,10,-6,3,2,0.1,-11,13
O=C(c1ccccc1)c1nc[nH]c1C(=O)Nc1ccccn1,8,-6,1,3,-4,2,-1,0.2,-15,-51
CCCC(=O)Nc1ccc(Cl)c(NC(=O)c2cccc(OC)c2)c1,5,15,0,-1,-8,-3,-2,-0.3,-19,2
Clc1ccc(N2CCN(c3cnc4ccccc4n3)CC2)cc1,8,46,14,7,3,0,1,0.4,-24,-137
O=C(CCn1nnc2ccccc21)N1CCN(c2ccccc2)CC1,16,13,9,-5,-2,-8,2,-33,-60,-119
CCCCc1ccc(NC(=O)c2c(C)noc2C)cc1,16,7,3,2,0,-2,1,0.2,-19,11

# Next part:
SMILES,AI-2 QS mod,HSF1 activator,HSF1 inh,HSP90 inh,IEC-6 tox,GSK3 alpha inh,GSK3beta inhib,HIF act,KLF5 inh,aSyn UTR inh
COc1ccc2nc(N3CCCC3)[nH]c2c1,10,5,-2,-2,4,1,-6,0.4,-35,-25
COc1cccc(CNC(=O)CCC2CCCN(C(=O)c3cccnc3SC)C2)c1 (stereo unspecified),8,4,-3,-4,-2,-2,6,0.0,-26,3
COc1ccc2nc(C)cc(NCCN3CCOCC3)c2c1,22,3,-2,-1,1,-3,0,0.5,-2,-3
O=C1c2ccccc2NC(c2cc(Cl)cc(Cl)c2O)N1Cc1cccnc1 (stereo unspecified),12,12,-5,2,2,-5,5,1.4,-14,-9
O=C(COc1ccc2ccc(=O)oc2c1)Nc1ccc(CN2CCOCC2)cc1,12,-5,0,-6,-5,0,3,-0.1,0,11
CCCNC1=C(N(C(C)=O)c2cccc(F)c2)C(=O)c2ccccc2C1=O,30,14,5,82*,65*,0,1,-0.6,96*,92*
O=C(c1cccnc1)N(c1cc2sc(=O)oc2c2ccccc12)S(=O)(=O)c1ccccc1,33,-8,-6,9,-3,0,5,0.4,-22,-16
CS(=O)(=O)N1CCN(c2ccc(C(=O)NC3C4CC5CC(C4)CC3C5)cc2[N+](=O)[O-])CC1 (stereo unspecified),11,8,0,-3,2,2,4,-0.6,-16,-12
CCc1ccc(CCC(=O)Nc2sc3c(c2C#N)CCCC3)o1,30,-7,1,0,19,-1,1,-0.5,16,15
C=CCC(O)(CC=C)C(C)N (stereo unspecified),25,27,6,-1,2,-1,-2,-0.1,21,-31
CC(C)(C)OC(=O)N1CCN(c2ccc(NC(=O)Cn3nnc(-c4ccccc4)n3)cc2)CC1,12,-5,3,1,-10,1,-1,0.5,-2,-52
Cc1ccc2nc(SCC(=O)N3CCCC3)nc(=O)n2c1,42,-2,-1,.,.,-1,1,-0.6,.,-8
Cc1cnc(CN(C)C(=O)c2ccc3oc(Cc4ccc(Cl)cc4)nc3c2)[nH]1,-34,3,11,-3,-4,-2,-1,0.5,-18,8
COCc1nnc(NC(=O)c2ccc(S(=O)(=O)N3CCOCC3)cc2)o1,24,36,20,3,-12,1,-4,-0.2,-45,1
Nc1nc(-c2ccc(Br)cc2)c(S(=O)(=O)c2ccccc2)s1,5,0,5,-1,2,-2,-2,.,11,14
O=C(CN(CCc1ccccc1)C(=O)c1csnn1)NCc1ccc(F)cc1,5,19,6,5,-2,-4,-2,0.0,-21,15
Cc1cc(NC(=O)COn2nnc3ccc(S(C)(=O)=O)cc32)ccc1Br,-3,2,1,5,2,0,-1,-0.4,-7,-28
CCOC(=O)C1CCCN(c2c(NCCN(CC)c3ccccc3)c(=O)c2=O)C1 (stereo unspecified),8,-5,-4,2,-2,-4,-1,0.0,-25,19
Clc1ccccc1CSc1nnc(-c2ccncc2)o1,-31,?,9,-1,6,54*,1,5.6,-50,-127
Nc1c(-c2ccccc2)cnn1-c1cccc(Cl)c1,11,45,27,2,5,-1,-2,2.2,-109,-144
NC(=O)c1ccc(CSc2nc3ccccc3s2)cc1,4,43,30,-1,-2,-1,2,1.7,-62,-101
O=C(CCc1ccccc1)Nc1nc2nc(-c3ccccc3)cc(=O)n2[nH]1,11,-12,2,-2,-1,0,4,2.6,-7,-1
O=C(NCCc1ccccc1)C1CCC(=O)N(Cc2cccc(C(F)(F)F)c2)C1 (stereo unspecified),9,-45,-33,-2,1,-1,0,-0.3,-6,2
COc1ccc(N2CCN(C(=O)CCC(=O)N3CC(C)Oc4ccc(C)cc43)CC2)cc1 (stereo unspecified),11,5,1,0,-7,-2,4,0.2,19,-11
COCCNC(=O)CN(C(=O)CCC(=O)Nc1ccccn1)c1cc(C)ccc1C,16,-4,-5,-3,-8,6,3,0.2,-30,0

# Exported bar-delimited: part of the list above.
SMILES | AI-2 QS mod | HSF1 activator | HSF1 inh | HSP90 inh | IEC-6 tox | GSK3 alpha inh | GSK3beta inhib | HIF act | KLF5 inh | aSyn UTR inh
COCc1nnc(NC(=O)c2ccc(S(=O)(=O)N3CCOCC3)cc2)o1 | 24 | 36 | 20 | 3 | -12 | 1 | -4 | -0.2 | -45 | 1
Nc1nc(-c2ccc(Br)cc2)c(S(=O)(=O)c2ccccc2)s1 | 5 | 0 | 5 | -1 | 2 | -2 | -2 | . | 11 | 14

# Additional entries follow:
SMILES,AI-2 QS mod,HSF1 activator,HSF1 inh,HSP90 inh,IEC-6 tox,GSK3 alpha inh,GSK3beta inhib,HIF act,KLF5 inh,aSyn UTR inh
COc1ccc(OCc2nnc(SCC(=O)N3CCCCC3)o2)cc1,27,-8,-1,-1,4,-1,-1,0.4,-24,9
CCOC(=O)C1(Cc2ccccc2C)CCCN(Cc2ccc(NC(C)=O)cc2)C1 (stereo unspecified),19,3,-6,0,5,-1,3,-0.8,7,4
COc1ccc2cc(CN(CC3CCCO3)C(=S)Nc3ccccc3)c(=O)[nH]c2c1 (stereo unspecified),3,11,1,2,6,-1,4,-0.2,-19,39
CCCn1c(SCC(=O)Nc2ccc3c(c2)OCCO3)nnc1-c1ccco1,14,15,-1,-2,3,0,-2,-0.5,5,5
Nc1nonc1-n1nnc(C(=O)N/N=C/c2cccnc2)c1-c1cccs1,4,6,2,-4,-5,31,-3,0.1,-54,2
Cn1c(=O)n(C)c2cc(S(=O)(=O)NCCO)ccc21,4,-2,-8,6,1,-3,1,0.2,9,-8
CCOC(=O)C1=C2c3ccc4ccccc4c3CC(C)(C)N2C(=O)C1=O,12,11,3,0,2,.,1,2.0,-16,-4
Cc1ccc(NC(=O)c2ccc(Cl)c(S(=O)(=O)N3CCCCCC3)c2)nc1,19,6,2,.,.,1,-1,0.2,.,-22
Oc1ccc(C[C@@H]2CNCCN2CCc2cccc3ccccc23)cc1,-5,-6,4,.,.,2,-6,-1.2,.,-17
COc1ccc(NC(C)=O)cc1C,27,18,-3,2,1,-3,2,-0.5,1,18
CN(C)CCNCCCOc1ccccc1-c1ccccc1,7,-21,2,-2,2,-2,2,-0.2,5,0
COC(=O)[C@@]1(Cc2ccc(OC)cc2)[C@H]2c3cc(C(=O)N4CCCC4)n(CCSCCO)c3C[C@H]2CN1C(=O)c1ccccc1,.,.,.,-5,-3,-1,.,.,-2,.
CC(C)[C@H](NC(=O)OC(C)(C)C)C(=O)N/N=C/c1cccc2nccnc12,9,-5,-1,3,6,-3,0,-0.3,-40,10
COc1ccc(NC2=C(Cl)C(=O)N(CCc3ccccc3)C2=O)cc1,-3,59*,34,1,-6,-2,0,1.4,-3,-68
O=C(Nc1ccncc1)c1ccc(N2CCCC2=O)cc1,21,17,4,.,.,0,0,-11,.,-59
CCCCCNCc1ccc(Br)cc1,10,-18,-4,2,0,-1,2,.,-7,-5
O=C(COc1ccc(Cl)cc1)NCCN1CCCCC1,6,-64,-55*,0,3,-2,-4,-0.1,13,12
CCCC1(C(=O)O)NC(c2cccc(OC)c2O)C2C(=O)N(c3ccccc3)C(=O)C21 (stereo unspecified),21,9,0,4,6,-1,6,.,5,-8

# Assay outcomes deposited in PubChem BioAssay by several laboratories.
